Source: PubChem BioAssay (The Scripps Research Institute Molecular Screening Center)
PAFAH1B3 FP inh = PAFAH1B3 (human) inhibition | recombinant PAFAH1B3, FP-rhodamine probe, fluorescence polarization | Q15102 | AID 492972 | inhibition, % at 3.39 µM | 340,000 compounds, 0.28% hits;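 active = inhibition above the screen-wide average of all tested compounds plus 3 SD, cut at about 25% in these data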;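 note: 0% = enzyme with DMSO only and 100% = wells lacking PAFAH1B3 protein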
PAD4 inh = blocks human protein arginine deiminase 4; inhibition, % at 6.36 µM; Q9UM07; recombinant PAD4, RCA probe fluorescence polarization; 330,000 compounds, 0.41% hits; AID 485272;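 active = percent inhibition above a cutoff equal to the mean of all tested compounds plus 3 SD, cut at about 15% in these data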;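 note: 0% = PAD4 with RCA probe and DMSO and 100% = probe without PAD4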
LYPLA2 counter = counter-screen for PME1 inhibitors: inhibitors of human LYPLA2; O95372; recombinant LYPLA2, FP-Rh probe fluorescence polarization; inhibition, % at 5.9 µM; 320,000 compounds, 0.38% hits;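 active = inhibition above the screen-wide mean plus 3 SD, limit set per campaign, cut at about 26% in these data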;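 note: 0% = LYPLA2 with DMSO and 100% = wells lacking LYPLA2 enzyme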
ZTA counter = ZTA (EBV) inhibition in EBNA-1 counter-screen. P03206. ZTA-DNA binding, fluorescence polarization. inhibition, % at 11 µM. 320,000 compounds, 0.15% hits. AID 2234; in the data active = inhibition above about 33%
PREPL inhibitor = inhibitors of human prolyl oligopeptidase-like enzyme PREPL; Q4J6C6; recombinant PREPL, fluorescence polarization activity-based probe; inhibition, % at 5.96 µM; 320,000 compounds, 0.68% hits; AID 2751; in the data active = inhibition above about 43%;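 note: 0% = enzyme with DMSO and 100% = wells lacking enzyme; many of its hits are not listed in these tables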
Target sequence (Q4J6C6 whole entry, looked up): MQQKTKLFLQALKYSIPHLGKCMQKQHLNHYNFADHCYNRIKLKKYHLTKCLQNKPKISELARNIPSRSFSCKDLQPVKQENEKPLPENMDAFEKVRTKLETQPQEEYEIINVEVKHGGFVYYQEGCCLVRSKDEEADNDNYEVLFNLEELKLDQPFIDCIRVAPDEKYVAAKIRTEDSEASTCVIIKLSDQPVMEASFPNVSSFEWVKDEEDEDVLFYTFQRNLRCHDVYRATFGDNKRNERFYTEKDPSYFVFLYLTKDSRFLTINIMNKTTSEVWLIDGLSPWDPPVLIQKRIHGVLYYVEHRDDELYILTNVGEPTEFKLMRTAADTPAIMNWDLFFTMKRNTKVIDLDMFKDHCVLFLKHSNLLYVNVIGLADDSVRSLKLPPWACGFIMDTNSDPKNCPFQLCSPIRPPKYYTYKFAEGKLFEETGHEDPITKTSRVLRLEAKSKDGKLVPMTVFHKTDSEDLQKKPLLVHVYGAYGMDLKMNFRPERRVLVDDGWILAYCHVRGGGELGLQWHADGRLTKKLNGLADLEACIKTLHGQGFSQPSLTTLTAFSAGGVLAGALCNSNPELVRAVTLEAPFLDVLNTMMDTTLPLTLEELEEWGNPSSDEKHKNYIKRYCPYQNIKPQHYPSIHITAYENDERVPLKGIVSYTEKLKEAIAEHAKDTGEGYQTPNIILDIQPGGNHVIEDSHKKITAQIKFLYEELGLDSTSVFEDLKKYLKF
EBNA-1 inh = blocks EBNA-1 binding to DNA; EBNA-1 DNA binding, fluorescence polarization; inhibition, % at 14.8 µM; 300,000 compounds, 0.34% hits; AID 1950; in the data active = inhibition above about 28%
GSTO1 inh = GSTO1 inhibition, counter-screen for RBBP9 inhibitors | P78417 | recombinant GSTO1, activity-based probe fluorescence polarization | inhibition, % at 5.96 µM | 300,000 compounds, 1.1% hits | AID 1974;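 active = inhibition above the campaign mean inhibition plus 3 SD, cut at about 35% in these data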;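 note: 0% = GSTO1-1 with DMSO and 100% = wells lacking GSTO1-1 enzyme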
LYPLA1 inh = LYPLA1 (human) inhibition in PME1 counter-screen; O75608; recombinant LYPLA1, FP-Rh probe fluorescence polarization; inhibition, % at 5.9 µM; 320,000 compounds, 0.16% hits; AID 2174;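 active = inhibition above the mean of all tested compounds plus 3 SD, set per campaign, cut at about 14% in these data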;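 note: inhibitors block serine hydrolase probe labeling of LYPLA1 so polarization falls; 0% = enzyme with DMSO and 100% = wells lacking LYPLA1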
Target sequence (O75608 whole entry, looked up): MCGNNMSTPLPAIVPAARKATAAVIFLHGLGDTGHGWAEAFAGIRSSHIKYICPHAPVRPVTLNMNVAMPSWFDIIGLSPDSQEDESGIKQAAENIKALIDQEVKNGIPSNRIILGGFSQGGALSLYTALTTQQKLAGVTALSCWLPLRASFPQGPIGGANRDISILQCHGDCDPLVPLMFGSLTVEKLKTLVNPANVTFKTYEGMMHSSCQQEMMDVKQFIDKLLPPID
PAFAH2 FP inh = PAFAH2 (human) inhibition; Q99487; recombinant PAFAH2, FP-rhodamine activity probe, fluorescence polarization; inhibition, % at 3.39 µM; 340,000 compounds, 0.99% hits; AID 492956;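 active = inhibition above the mean over all tested compounds plus 3 SD, cut at about 30% in these data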;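 note: inhibitors block probe labeling of enzyme so polarization drops; 0% = enzyme with DMSO and 100% = wells lacking PAFAH2 protein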
Active calls of the source: *; nt = no result given. Only part of the results is shown; the hit share may differ from the screen's.

Value order: PAFAH1B3 FP inh	PAD4 inh	LYPLA2 counter	ZTA counter	PREPL inhibitor	EBNA-1 inh	GSTO1 inh	LYPLA1 inh	PAFAH2 FP inh
Cc1ccc(C2CC(c3cccs3)n3nc(N)nc3N2)cc1 (stereo not drawn)
 : -5	2	18	-2	39	2	-1	-3	0
O=C(CCN1CCN(c2ccc(Cl)cc2)CC1)Nc1nccs1
 : 7	-1	-1	4	21	-4	4	0	3
NS(=O)(=O)c1ccc(CCNC(=O)CCCCCn2c(=S)[nH]c3ccc(Br)cc3c2=O)cc1
 : -21	-19	-52	3	-4	20	-32	-26	-24
O=C(CC1S/C(=N/N=C/c2c[nH]c3ccc(OCc4ccccc4)cc23)NC1=O)Nc1ccccc1 (stereo not drawn)
 : 14	0	-6	-8	15	4	0	-11	-7
CCN(CC)CCCNc1oc(-c2ccccc2[N+](=O)[O-])nc1C#N
 : 3	0	3	-21	10	0	14	2	-5
CC(=O)N(CCCN(C)C)c1nc2ccc(C)cc2s1
 : 2	2	2	-5	-8	1	-1	-3	-3
CN(C1CCCCC1)S(=O)(=O)c1ccc(NC(=O)c2ccc(Br)o2)cc1
 : 0	-2	-44	-12	9	-14	-34	-30	-11
COC(=O)c1ccc(OCC2c3cc(OC)c(OC)cc3CCN2C(=O)C2CC2)cc1 (stereo not drawn)
 : 5	-2	2	-2	4	6	1	-2	-3
COc1cc(CN2CCCC(C(=O)Nc3cccc(-n4cccn4)c3)C2)ccc1F (stereo not drawn)
 : 0	-4	4	1	-12	0	-3	-3	-6
COc1ccc(-n2c(SCC(N)=O)nc3sc4c(c3c2=O)CCC4)cc1
 : 6	1	-2	0	23	10	3	0	2
O=C1CSC2=NCN(c3ccccc3)CN12
 : 6	-4	0	-13	6	-13	-10	1	20
CC1CCN(CC(O)COc2ccc(OCC(O)CN3CCC(C)CC3)cc2)CC1 (stereo not drawn)
 : 11	-4	2	-2	-7	0	8	0	1
COc1ccc([C@@H]2[C@@H]3C(=O)N(C(C)(C)C)C(=O)[C@@H]3[C@]3(CC(C)C)C(=O)N(c4ccccc4)C(=O)N23)cc1
 : 10	-8	4	-3	-1	-9	2	0	0
CC(C)(C)OC(=O)NNC(=O)c1ccc(Cl)cc1
 : 6	-3	-3	7	-2	-6	-4	0	0
C=CCN1C(=O)C(CC(=O)Nc2ccccc2)SC1=Nc1c(C)n(C)n(-c2ccccc2)c1=O (stereo not drawn)
 : 1	5	3	-9	1	-2	1	-3	3
O=C(/C=C/c1ccc2c(c1)OCO2)NCc1cn2cc(Cl)ccc2n1
 : 2	3	0	-4	-9	0	5	-1	4
COc1ccc(CN(C)Cc2nc3scc(-c4ccccc4)c3c(=O)[nH]2)cc1OC
 : 2	-1	-10	0	3	0	32	-4	2
O=C(Nc1cc(Cl)ccc1N1CCOCC1)c1cccnc1Cl
 : -3	1	1	7	5	9	-2	0	-1
COc1ccc2c(c1)OC[C@H]1[C@@H]2N2C(=O)CNC(=O)[C@@]2(C)[C@H]1c1ccccc1
 : 8	-5	0	-12	6	nt	nt	2	5
COc1cc(OC)c(N2CC(C(=O)Nc3cc(Cl)ccc3N3CCOCC3)CC2=O)cc1Cl (stereo not drawn)
 : -1	2	5	7	6	nt	nt	1	-7
O=C1c2ccccc2C(=O)N1CCC#Cc1ccc2cc(C3(O)CCCCC3)oc(=O)c2c1
 : 2	2	8	-4	0	nt	nt	-2	-3
O=C(O)C1CC(=O)N(c2ccc(OCc3ccccc3)cc2)C1 (stereo not drawn)
 : 5	3	0	-22	8	-3	5	-4	-1
NC(=O)NC(=O)COC(=O)CCCc1c[nH]c2ccccc12
 : 3	0	8	-10	-7	-1	3	7	6
CCOC(=O)C(=O)c1csc(NC(=O)CCSc2ccc(C)cc2)n1
 : 2	1	1	-12	17	3	20	1	3
Cc1cc(N/C=C/C(=O)c2ccccc2)ccc1Br
 : 1	2	-2	2	12	-9	3	-1	4
CCOc1ccccc1NC(=O)C1CCCN(S(=O)(=O)c2c(C)[nH]c(=O)[nH]c2=O)C1 (stereo not drawn)
 : 3	0	0	17	-6	9	5	-4	5
Cc1cccc(CN2CCNC2=O)c1
 : -5	-1	0	2	-2	4	6	-2	-2
CCCCNC(=O)C1CCN(C(=O)Nc2ccc(C)cc2)CC1
 : 6	3	4	-9	7	4	5	-2	-7
O=C(c1cccc(C(F)(F)F)c1)N1CCOc2ccccc21
 : 4	-6	5	0	8	-9	4	1	-9
COc1ccc(Br)cc1/C=N/NC(=O)c1cccc(S(=O)(=O)N2CCOCC2)c1
 : 3	-6	-4	8	-8	-3	-1	-12	-2
COc1ccc(Cl)cc1NC(=O)CN1CCN(C(=O)N2CCOCC2)CC1
 : 0	-2	4	-6	-7	-1	2	2	2
COc1ccccc1NC(=O)Cn1nnc(-c2ccccc2NS(=O)(=O)c2ccccc2)n1
 : -1	-3	-14	7	-6	2	-28	-8	0
Cc1ccc(NC(=S)Nc2cccc3ccccc23)cc1F
 : 8	-3	0	15	11	4	-2	-5	-11
CCOC(=O)N1CCC(NC(=O)C2CCCN(Cc3nc(-c4cccc(C)c4)oc3C)C2)CC1 (stereo not drawn)
 : 2	-4	-4	6	29	-2	1	2	-1
COc1ccc(NS(=O)(=O)c2ccc(Br)s2)cc1OC
 : 6	4	0	-11	-6	-4	-5	-2	8
COc1ccc(/C=N/NC(=O)c2nc(-c3ccccc3)cc(-c3ccccc3)n2)cc1O
 : 15	2	-17	-3	34	-15	-10	-16	-27
CCS(=O)(=O)c1nc(S(=O)(=O)c2ccc(Cl)cc2)c(N2CCc3ccccc3C2)s1
 : -1	-5	2	11	-7	-11	-3	-2	-2
CCOc1ccc(OCC)c(S(=O)(=O)n2cnc(C)c2)c1
 : 2	-4	7	1	-7	5	5	1	-2
COc1ccc(C2CC(c3ccccc3)=NN2C(=O)COC(=O)C2CC2)cc1 (stereo not drawn)
 : 5	3	-3	-6	-14	4	-6	-5	-6
CCOC(=O)N1CCC(N(CCN(C)C)C(=S)Nc2ccccc2C)CC1
 : 4	-3	-3	-2	-1	5	0	-3	-1
O=C(N/N=C/C(Cl)=C/c1ccccc1)c1ccccc1F
 : 2	-2	0	-3	-10	-1	0	-5	2
CSc1cccc(NC(=S)N2CCC(N(C)C3CCCCCC3)CC2)c1
 : -5	1	-3	4	10	0	6	0	-7
Cc1onc(-c2ccccc2)c1C(=O)NC(=S)Nc1sc2c(c1C#N)CCC(C)C2 (stereo not drawn)
 : 6	-2	-2	8	1	-4	5	-3	3
CCOC(=O)c1ccc(NC(=O)Cn2cnc3cc(C)c(C)cc32)cc1
 : 1	-6	4	-3	-12	-19	-6	0	-5
CN(C)CCCN(C(=O)c1ccc(S(=O)(=O)N(C)C2CCCCC2)cc1)c1nc2ccc(F)cc2s1
 : 10	-7	7	15	28	3	2	1	-1
C=CCNC(=O)Cn1nc(-c2ccccc2)ccc1=O
 : 0	5	9	-19	17	-6	5	2	-8
CN(C)S(=O)(=O)N(CC(=O)Nc1ccccc1F)c1ccccc1
 : -4	-1	1	16	-11	8	4	2	1
CCCn1c(SCC(=O)Nc2cccc(Cl)c2Cl)n[nH]c1=O
 : 10	-1	-1	-12	8	-1	11	-6	3
COc1cc(NS(C)(=O)=O)ccc1Nc1c2ccccc2nc2ccccc12
 : 2	-4	0	10	17	-3	-7	2	1
O=C(Nc1cccc(F)c1)/C(=C/c1ccco1)NC(=O)c1ccco1
 : -4	-3	2	-9	13	-1	7	-2	6
CC(=O)N1CCC2(CC1)C(C#N)=C(N)Oc1n[nH]c(C(F)(F)F)c12
 : -3	0	4	-6	22	-10	-1	-1	-4
COc1ccccc1NC(=O)C1=C(C)NC(=O)NC1c1ccccc1F (stereo not drawn)
 : 7	0	-7	9	14	-2	0	-1	0
CCC(C)C1NC(=S)N(Cc2ccccc2)C1=O (stereo not drawn)
 : 7	0	-11	-8	-5	-4	-2	-4	-7
CCCCC#Cc1ccc(C(=O)NNC(=O)Nc2cc(Cl)cc(Cl)c2)o1
 : -1	-8	-12	8	-3	-11	-5	-7	-9
O=C(Cc1ccccc1)Nc1ccc2oc(-c3ccncc3)nc2c1
 : 3	-2	-3	-2	-13	-4	-8	-3	-1
COC(C/C=C\C(=O)[C@H](C)OCc1ccccc1)OC
 : -3	0	-2	2	4	-1	5	-2	-2
O=C(NNS(=O)(=O)c1ccc(F)cc1)c1ccccc1
 : 5	-2	2	16	-9	-9	2	-5	-1
COc1ccc(Nc2ncnc3ccc([N+](=O)[O-])cc23)c(OC)c1
 : 0	-5	-1	7	2	1	1	-1	4
O=C(CSc1nnc2scc(-c3ccccc3)n12)N1CCCc2ccccc21
 : 5	-3	2	-20	4	-9	4	1	-5
COc1ccccc1CNC(=O)CCS(=O)(=O)c1ccc2c(c1)CCN2C(C)=O
 : 8	2	-7	18	-3	-2	-3	-2	6

Additional results follow.
Value order: PAFAH1B3 FP inh	PAD4 inh	LYPLA2 counter	ZTA counter	PREPL inhibitor	EBNA-1 inh	GSTO1 inh	LYPLA1 inh	PAFAH2 FP inh
NNC(=O)c1ccc(COc2cccc3cccnc23)cc1
 : 1	2	-2	-9	2	5	2	-7	-4
C=CCn1c(-c2ccccc2)nc2nc3ccccc3nc21
 : 0	1	7	5	3	7	9	1	1
Cc1ccc(C(=O)NNC(=O)Cn2ccc(C(F)(F)F)n2)o1
 : 11	-1	1	-7	11	2	2	-2	-1
Cc1ccccc1NS(=O)(=O)c1ccc(N2CCCC2=O)cc1
 : 2	-4	4	-2	17	-5	1	2	-1
Cc1csc(NC(=O)C(C)Oc2ccc(Br)cc2)n1 (stereo not drawn)
 : -3	1	0	6	-9	-6	6	-1	2
O=C(CSc1nnc(-c2ccc(S(=O)(=O)N3CCCC3)cc2)o1)NCC1CCCO1 (stereo not drawn)
 : 0	5	-4	2	-3	5	4	0	6
O=C1CS/C(=N/N=C/c2ccccc2)N1Cc1ccco1
 : -1	0	1	-3	-33	-2	2	2	3
COc1ccc(-c2nc(C#N)c(N3CCN(c4ccccc4)CC3)o2)cc1
 : 7	1	14	-1	19	-11	-2	2	7
Cc1ccc(-c2c(C(=O)NCc3ccc(F)cc3)oc(=O)c3ccccc23)cc1
 : -1	-3	-3	7	-16	1	-2	-2	26
CN(C)C(=O)c1ccc(NC(=O)COC(=O)c2cc3c(s2)CCCCC3)cc1
 : -1	0	9	0	4	nt	nt	1	23
COc1ccc(-n2cc(C(=O)O)c3ccccc3c2=O)cc1
 : 2	-5	-2	-3	-5	-15	-6	-4	2
COc1ccc(CCN2C(=O)C3CC(C)=C(C)CC3C2=O)cc1OC (stereo not drawn)
 : 2	-2	2	-12	-4	4	-2	2	1
Cc1c(C(=O)Nc2nnc(C(F)(F)F)s2)oc2ccccc12
 : 5	2	0	-1	2	2	-22	-2	-5
Nc1cc2nc3ccccc3oc-2cc1=O
 : 10	28*	9	-4	20	3	68*	0	4
Cc1ccc(F)cc1NS(=O)(=O)c1ccc(Cl)s1
 : 2	-2	6	-5	-3	nt	nt	0	5
Cn1cc(C(=O)c2ccc(Cl)cc2)cc1-c1nc2ccccc2n1C
 : -4	-1	10	0	5	-13	-13	-2	-1
CC(C)CNS(=O)(=O)c1cc(C(=O)OCC(=O)c2ccc3c(c2)OCCO3)c(Cl)cc1Cl
 : -10	-3	-19	2	-2	7	15	-7	-13
CN(C)c1cc(-c2cccc(C(F)(F)F)c2)oc(=O)c1Cl
 : 1	1	-2	1	8	-7	-6	-2	5
Cc1cccc(OCc2nnc(SCC(=O)N3c4ccccc4CCc4ccccc43)o2)c1
 : 3	1	6	-4	24	2	4	-2	-3
